# APOBEC3G inh: APOBEC3G DNA deaminase inhibitors, primary screen, biochemical, fluorescence, single-stranded DNA substrate, uHTS | recombinant A3G, ssDNA deamination FAM/TAMRA fluorescence | inhibition, % at 20 µM | actives 0.28% (n = 330,000);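 active means inhibition of at least 40% at 20 µM, with no more than 30% in the related APOBEC3A deaminase screen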;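 further: plate controls were DMSO wells with A3G for no effect and wells lacking A3G enzyme for full effect; some compounds called inactive have numbers as strong as hits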
# Target sequence (Q9HC16 whole entry, looked up): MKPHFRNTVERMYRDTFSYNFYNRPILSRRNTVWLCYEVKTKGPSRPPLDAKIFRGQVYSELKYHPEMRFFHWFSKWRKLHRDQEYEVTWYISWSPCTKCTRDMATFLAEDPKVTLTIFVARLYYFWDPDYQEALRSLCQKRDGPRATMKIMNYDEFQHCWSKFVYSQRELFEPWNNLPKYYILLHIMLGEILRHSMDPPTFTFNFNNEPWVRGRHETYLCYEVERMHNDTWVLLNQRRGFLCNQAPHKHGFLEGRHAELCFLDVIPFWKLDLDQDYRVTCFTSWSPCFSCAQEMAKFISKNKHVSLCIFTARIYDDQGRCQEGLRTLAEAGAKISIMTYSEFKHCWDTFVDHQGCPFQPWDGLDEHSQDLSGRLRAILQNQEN
# hIAP act: human IAP activators, primary screen, biochemical, luminescence, uHTS; actives 0.16% (n = 330,000); purified human IAP, CDP-Star luminescence, 30 min; active compounds read high; 1 = vehicle-only enzyme, 0 = enzyme-free background; Intestinal-type alkaline phosphatase (Homo sapiens), P09923; AID 2524, 2010; activation factor at 10 µM;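 active means activation factor of the enzyme at least 2-fold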; further: the source names both 10 and 20 µM as test concentration; values of inactives mirror those of a sister screen read the other way
# Target sequence (P09923 whole entry, looked up): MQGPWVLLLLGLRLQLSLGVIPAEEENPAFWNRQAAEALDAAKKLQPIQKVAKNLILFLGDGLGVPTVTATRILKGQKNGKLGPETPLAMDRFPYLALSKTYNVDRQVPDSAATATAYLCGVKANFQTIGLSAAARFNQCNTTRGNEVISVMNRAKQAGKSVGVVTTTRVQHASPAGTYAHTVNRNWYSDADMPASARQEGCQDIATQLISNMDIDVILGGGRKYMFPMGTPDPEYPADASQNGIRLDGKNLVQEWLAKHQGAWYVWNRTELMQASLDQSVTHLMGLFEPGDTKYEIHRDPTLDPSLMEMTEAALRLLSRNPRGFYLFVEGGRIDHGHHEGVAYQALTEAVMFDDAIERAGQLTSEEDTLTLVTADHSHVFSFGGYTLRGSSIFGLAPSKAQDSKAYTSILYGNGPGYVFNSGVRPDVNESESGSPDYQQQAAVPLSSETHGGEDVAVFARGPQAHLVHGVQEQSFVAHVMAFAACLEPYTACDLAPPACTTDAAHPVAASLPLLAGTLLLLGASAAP
# MPTP inh: mitochondrial permeability transition pore inhibitors, primary screen, biochemical, isolated mouse mitochondria, absorbance; inhibition, % at 10 µM; Ca2+ swelling absorbance, 30 min; AID 602449, 2012; actives 1.4% (n = 360,000);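 active means inhibition of 50% or more, scaled per plate between neutral and stimulator controls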;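 further: 0% = DMSO wells given calcium and 100% = 1 mM EGTA wells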
# mIAP block: inhibitors of mouse IAP, primary screen, biochemical, luminescence, uHTS; intestinal alkaline phosphatase [Mus musculus]; purified mouse IAP, CDP-Star luminescence, 30 min; inhibition, % at 10 µM; actives 0.2% (n = 330,000); AID 2806, 2010;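 active means inhibition of at least 40% at 10 µM in the primary screen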;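 further: plate controls were DMSO with enzyme for no effect and no enzyme wells for full effect; values of inactives mirror those of a sister screen read the other way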
# hIAP inh: human IAP inhibitors, primary screen, biochemical, luminescence, uHTS; Intestinal-type alkaline phosphatase (Homo sapiens), P09923; purified IAP, CDP-Star luminescence, 30 min; inhibition, % at 10 µM; actives 0.12% (n = 330,000);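 active means inhibition reaching a set limit with compound at 10 µM in the primary screen, cut at about 35% in these data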;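 further: plate controls were DMSO wells with enzyme for no effect and no-enzyme buffer wells for full effect; values of inactives mirror those of a sister screen read the other way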
# mIAP act: activators of mouse IAP, primary screen, biochemical, luminescence, uHTS; actives 0.24% (n = 330,000); AID 2805, 2010; activation factor at 10 µM; muIAP, CDP-Star luminescence, 30 min; active compounds read high; 1 = vehicle-only enzyme signal, 0 = enzyme-free wells;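 active means activation factor of at least 2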; further: the source names both 10 and 20 µM as test concentration; values of inactives mirror those of a sister screen read the other way
#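 Assay system: mouse IAP enzyme; Reagent: CDP-Star chemiluminescent phosphatase substrate; Compound: DMSO-dissolved test compounds; Incubation: 30 min, room temperature; Technique: luminescence from enzymatic CDP-Star hydrolysis; Controls: DMSO-only wells and no-enzyme negative control.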
# beta cell repl: inducers of MIN6 beta-cell proliferation, primary screen, ATP luminescence, uHTS; MIN6 cells proliferation, ATPlite luminescence, 48 h; cells starved in 0.2% serum; 100% = growth in 10% serum; proliferation, % at 10 µM; actives 0.29% (n = 330,000); AID 2380, 2010;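 active means compounds whose signal lies at least 3.5 SD above the mean of all wells on their plate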;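 further: 0% = DMSO-treated cells in low-serum medium and 100% = 10% serum control; some compounds called inactive have numbers as strong as hits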
# A3A deaminase: APOBEC3A ssDNA deaminase inhibitors, primary screen, selectivity assay for APOBEC3G inhibitor project, biochemical, FAM/TAMRA oligo cleavage fluorescence; DNA dC->dU-editing enzyme APOBEC-3A (Homo sapiens), P31941; recombinant A3A, FAM/TAMRA ssDNA deamination fluorescence; inhibition, % at 20 µM; actives 0.41% (n = 330,000);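 active means at least 40% inhibition at 20 µM here, with at most 30% in a related deaminase screen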;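 further: plate controls were A3A with DMSO for no effect and wells lacking A3A enzyme for full effect; some results filed as inactive read as strong as hits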
# Target sequence (P31941 whole entry, looked up): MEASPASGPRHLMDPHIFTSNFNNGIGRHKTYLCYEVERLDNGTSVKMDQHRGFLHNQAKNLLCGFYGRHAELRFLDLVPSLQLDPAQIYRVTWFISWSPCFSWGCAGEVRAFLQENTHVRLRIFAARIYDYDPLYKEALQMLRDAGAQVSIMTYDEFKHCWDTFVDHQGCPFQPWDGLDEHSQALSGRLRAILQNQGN
# ATG4B inh: ATG4B protease inhibitors, primary screen, biochemical, fluorescence, uHTS; inhibition, % at 8.33 µM; Cysteine protease ATG4B (Homo sapiens), Q9Y4P1; actives 0.51% (n = 340,000); ATG4B cleavage of LC3-PLA2, NBD-HPC fluorescence, 1 h; AID 504462, 2011; in the data active means inhibition above about 40%
# * marks the source's active call; other numbers are inactive results; / = no result given. The order is random; 3.3% or so of the library scored in one or more.
# The line under a structure holds: APOBEC3G inh, hIAP act, MPTP inh, mIAP block, hIAP inh, mIAP act, beta cell repl, A3A deaminase, ATG4B inh
COc1ccc2[nH]c3c(c2c1)CCN1C(=O)C(CC(=O)NCCCn2ccnc2)C[C@H](C(=O)N2CCOCC2)[C@@]31CCC1CCCC1 (stereo not given in full)
  1, /, -2.0, -16, /, 1.2, /, 2, /
CN1CCN(C(=O)/C(=C/c2ccccc2F)NC(=O)c2ccccc2)CC1
  -9, 1, -0.7, 7, -2, 0.93, -1, -4, 3
NC(=O)COC(=O)c1ccc(C(=O)C(=O)c2ccccc2)cc1
  -10, 1.2, -1.8, -7, -22, 1.1, -3, -3, 6
O=C(CCNC(=O)c1ccccc1Cl)Nc1ccc(Cl)c(C(F)(F)F)c1
  1, 0.94, 26, 4, 6, 0.96, -3, -1, -2
Clc1ccc(-c2nnc(-c3ccccc3)nc2-c2c[nH]c3ccccc23)cc1
  -7, 0.98, 11, 6, 2, 0.94, -3, -2, 6
CC(=O)N1C(C)(C)CC(=NOC(=O)c2ccccc2)CC1(C)C
  1, 1.2, -1.8, -4, -20, 1, -1, -6, 0
Cc1ccc(CC(=O)Nc2ccc(S(=O)(=O)N3CCOCC3)cc2)cc1C
  -6, 1, 1.0, -35, 0, 1.4, 0, -4, -3
CCc1ccc(NC(=O)CSc2ccc(-c3ccccn3)nn2)cc1
  -9, 0.93, -0.2, 3, 7, 0.97, -7, -1, 3
CC(=O)c1ccc(OCC(O)CN2CCN(CCO)CC2)cc1 (stereo not given)
  0, 0.91, -4.6, 3, 9, 0.97, -2, 1, 0
CCOc1ccc(NN=C(C(=O)OC)C(=O)OC)c([N+](=O)[O-])c1
  0, 1, 0.8, 3, -2, 0.97, -2, 1, -8
CCN1CCN(C(=O)C(C)Oc2ccc(S(=O)(=O)N3CCCC3)cc2C(N)=O)CC1 (stereo not given)
  4, 1.4, -0.9, -13, -40, 1.1, -5, -3, -3
CCCOc1ccc(NC(=O)OC2CCN(C)CC2)cc1
  -6, 0.97, 1.1, -2, 3, 1, 0, 7, 1
CCc1n[nH]c(=S)n1/N=C/c1ccc(-c2ccc(Br)cc2)o1
  -6, 1.1, 2.1, 6, -10, 0.94, 3, -7, -15
COc1ccccc1-n1c(-c2ccc(Cl)cc2)c[nH]c1=S
  -15, 1.4, -0.4, -8, -44, 1.1, 0, -5, -12
NC(=O)C1CCCN(CC(=O)Nc2cc(S(=O)(=O)N3CCOCC3)ccc2N2CCCC2)C1 (stereo not given)
  -8, 0.93, -0.5, 7, 7, 0.93, 0, -7, 1
Cc1ccc(NC(=O)Cn2cccc2)c(Br)c1
  5, 1, 1.1, -2, -2, 1, -1, 6, 4
O=C(O)c1nn(CCOc2ccc(Cl)cc2Cl)c(=O)c2ccccc12
  -6, 0.97, -2.6, -9, 3, 1.1, -2, -3, -7
Cc1nnc(NC(=O)C2CSC3(C)CCC(=O)N23)s1 (stereo not given)
  -2, 0.97, -3.6, 6, 3, 0.94, -2, 3, -4
CCOC(=O)c1nn(-c2cc(C(=O)OC)cc(C(=O)OC)c2)cc1O
  -7, 1.1, 0.3, 3, -12, 0.97, -3, -5, -1
O=C(c1ccco1)N(Cc1cccc(Cl)c1)C1CCS(=O)(=O)C1 (stereo not given)
  -2, 1, 1.5, -1, 0, 1, 8, -3, 3
CC(=O)c1cccc(NC(=O)c2cc(=O)[nH]c3ccccc23)c1
  -8, 0.88, -1.0, 0, 12, 1, 0, -3, 6
O=C(O)CCCn1cc(NC(=O)c2ccco2)cn1
  -5, 1.1, -1.2, 6, -7, 0.94, 1, 3, 7
Cc1cccc(C)c1NC(=O)COC(=O)[C@@H]1CCCN1C(=O)c1cccs1
  -5, 1.2, 2.9, 8, -15, 0.92, 8, -4, -3
O=C(CSc1nnc(-c2ccccc2Br)o1)N1CCc2ccccc2C1
  -6, 1, 2.2, 12, -4, 0.88, -2, -5, 21
Cc1cc(C)nc(NC(=O)/C=C/c2ccccc2Cl)n1
  -4, 0.79, -3.6, -7, 21, 1.1, 0, 1, 1
COc1ccnc(Oc2ccc(F)cc2)c1C(=O)N/C=N/OCc1ccc(F)cc1
  -4, 0.98, 0.1, 6, 2, 0.94, -1, -1, -3
COc1ccc(N2CCN(C(=O)CN(CCc3ccccc3)S(C)(=O)=O)CC2)cc1
  -3, 1.4, -1.8, -8, -43, 1.1, 1, -7, -16
COc1cccc(CNC(=O)CCC2CCCN(C(=O)c3cscn3)C2)c1 (stereo not given)
  -5, 1.2, 0.6, 1, -19, 0.99, -1, -2, -6
C[C@H](N)c1nnc(SCc2c(Cl)cccc2Cl)o1
  5, 0.88, 0.6, 9, 12, 0.91, -1, 3, -11
C[C@H](NC(=O)c1ccccc1)C(=O)N1CCN(c2ccccc2)CC1
  -8, 0.97, -4.5, 6, 3, 0.94, 0, -2, -1
Oc1ccc(Nc2nnc(-c3ccc(O)cc3)c3ccccc23)cc1
  0, 0.97, 3.5, 5, 3, 0.95, -3, 0, -6
CN1CCN(S(=O)(=O)c2ccc(N3CCN(c4ccc(O)cc4)CC3)c([N+](=O)[O-])c2)CC1
  15, 0.84, -0.8, 12, 16, 0.88, -7, 4, 0
CCOC(=O)N1CCN(C(=O)c2ccc(NS(C)(=O)=O)cc2)CC1
  1, 1.1, -0.6, -2, -9, 1, -3, 4, 4
C[C@H](CO)N1C[C@H](C)[C@@H](CN(C)Cc2ccc(-c3ccccc3)cc2)Oc2c(NC(=O)Cc3ccccc3)cccc2C1=O
  -8, 0.98, -1.1, -4, 2, 1, -6, -5, -19
COc1cccc(CN2CCC(n3nccc3NC(=O)CCCc3ccccc3)CC2)c1
  -7, 3.3*, -0.3, -66, -228, 1.7, -1, -4, -3
COC(=O)C1C(=O)C2=C(CC1C)NC(C)=C(C(=O)OCc1ccc(OC)cc1)C2c1ccc(C)o1 (stereo not given)
  0, 0.9, 1.0, 3, 10, 0.97, 0, -1, -6
COc1cc(/C=C2\C(=O)N(CCC#N)N=C2C)c(Br)cc1OC(C)C
  7, 1.1, 0.1, 0, -5, 1, -2, 3, -13
COCC(=O)Oc1c(Sc2ccccc2[N+](=O)[O-])c(C)nn1C(C)(C)C
  -3, 0.99, 60*, 9, 1, 0.91, -4, 3, 10
COc1ccc(NC(=O)C2C3C=CC4(O3)C2C(=O)N(CCN2CCCCC2C)C4C(=O)NC2CCCCC2)cc1 (stereo not given)
  -6, 1.1, -0.3, -9, -7, 1.1, -2, -4, -1
COc1cc(/C=N/NC(=O)CSc2cc(C)c(Br)cc2C)ccc1O
  -4, 1, 19, -4, -2, 1, -4, 2, -12
Cc1ccc2sc(N(CCCN(C)C)C(=O)c3ccc(S(=O)(=O)N(C)C4CCCCC4)cc3)nc2c1C
  -4, 0.94, 88*, 9, 6, 0.91, -8, 1, 21
C=CC[C@H](CC(=O)N(CCO)Cc1ccccc1)C(=O)N[C@@H](C)COC(=O)[C@H](CC=C)CC(=O)OC(C)(C)C
  -4, 1.1, 0.4, 1, -12, 0.99, -2, 1, -9
CN(C)CCN(C(=O)c1ccc(S(=O)(=O)N(C)c2ccccc2)cc1)c1nc2ccc(Cl)cc2s1
  -8, 0.96, 1.3, -4, 4, 1, -3, -1, -7
C=CCn1c(=NC(=O)C2COc3ccccc3O2)sc2cc(S(N)(=O)=O)ccc21 (stereo not given)
  -10, 1, -4.1, 5, -5, 0.95, 1, -5, -20
CCNC(=S)N1CCN(CCNC2=CC(=O)CC(C)(C)C2)CC1
  1, 0.91, 0.9, -2, 9, 1, -2, 0, -2
CCOC(=O)Nc1ccc([N+](=O)[O-])cc1OC
  1, 1.1, -0.5, 8, -8, 0.92, -3, 1, -11
Cn1c(=O)oc2cc(S(=O)(=O)NCCC(=O)NC3CCCC3)ccc21
  -2, 1, -3.2, -1, -1, 1, 0, 3, 2
Nc1ncn([C@H]2C[C@H](O)[C@@H](CO)O2)c(=O)n1
  -9, 1.1, -3.4, -8, -11, 1.1, -7, -1, 3
CNc1nc(-c2ccc([N+](=O)[O-])cc2)cs1
  6, 1.3, -4.0, 16, -26, 0.84, 1, 1, 5
Cc1ccc(F)cc1NC(=O)c1cnccn1
  -8, 1.2, 3.2, -16, -17, 1.2, -4, -3, -4

# The results go on.
# The line under a structure holds: APOBEC3G inh, hIAP act, MPTP inh, mIAP block, hIAP inh, mIAP act, beta cell repl, A3A deaminase, ATG4B inh
COc1ccc(-c2csc(NC(=O)c3ccccc3C(=O)O)n2)cc1
  -5, 1, 2.1, -10, -3, 1.1, 4, 1, 27
COc1cc2ccccc2cc1C(=O)N(CCN(C)C)c1nc2c(OC)ccc(OC)c2s1
  -4, 1.2, 67*, 7, -17, 0.93, -8, -2, 11
CC1(C)Cc2nc3oc4c(=O)n(CC(=O)Nc5cccc(Cl)c5)cnc4c3cc2CO1
  -1, 0.94, 4.4, 4, 6, 0.96, -2, 0, 1
COc1ccc(NC(=O)c2cc(-c3ccccc3Cl)no2)cc1
  -3, 1.1, 3.4, 10, -7, 0.91, -1, 6, 10
C=CCn1c(-c2cccc(OC)c2OC)n[nH]c1=S
  12, 0.97, 16, -7, 3, 1.1, 0, -4, -3
COc1ccccc1CNC(=O)CCn1c(=O)oc2ccccc21
  2, 0.98, 14, 1, 2, 0.99, 1, -1, -6
COc1ccc(OCc2nnc3n2N=C(c2ccc(OC)cc2)CS3)cc1
  -5, 0.98, -2.9, 14, 2, 0.86, 4, -5, -12
O=S(=O)(Nc1ccccc1Cl)c1cc(NC(=S)NCCN2CCOCC2)ccc1Cl
  0, 1.1, 0.7, 9, -14, 0.91, -2, -1, 1
c1csc(-c2nc3c4ccccc4c4ccccc4c3[nH]2)c1
  -2, 1.2, 72*, -14, -22, 1.1, -6, -4, -11
CCCn1c(SCC(=O)NC2CCCC2)nnc1-c1ccccn1
  -3, 1, 1.2, 6, 0, 0.94, -3, -3, 4
COCCCn1c(SCc2ccccc2)nc2cc(OC)c(OC)cc2c1=N
  -8, 1.1, 13, -22, -6, 1.2, -5, -2, -14
CCOC(=O)C1CCN(c2c(NC3CCCCCCC3)c(=O)c2=O)CC1
  -11, 0.88, -1.7, -12, 12, 1.1, 0, -3, -7
CCOC(=O)c1[nH]c(C)c(CC(C)C)c1C
  -17, 0.96, -0.3, -11, 4, 1.1, 1, -4, -3
COc1ccc(Cl)cc1NC(=O)NCC1CCN(Cc2ccccc2F)CC1
  -6, 1.2, -1.3, -56, -15, 1.6, -4, -2, 0
CCN(CC(=O)NCc1ccc(F)cc1)C(=O)/C=C/c1cc(OC)ccc1OC
  -7, 0.92, 0.4, 1, 8, 0.99, -3, -3, 1
CC(=O)CC(c1ccc([N+](=O)[O-])cc1)c1c(O)c2ccccc2oc1=O (stereo not given)
  0, 1.1, -0.7, -8, -8, 1.1, -7, 1, 0
CCOC(=O)Cn1nc(C)cc1NC(=O)c1ccncc1
  0, 1, -1.2, 2, 0, 0.98, 2, 6, -5
Cc1c(C)c2ccc(OCC(=O)N(C)C)c(C)c2oc1=O
  -4, 1, -0.4, -1, -4, 1, 0, -1, -4
